CXXC DNA block: MLL CXXC-DNA interaction inhibition. MLL-CXXC / FITC-HOXA9 DNA fluorescence polarization. Potency, µM (top dose mostly 115 µM), inactives show top-dose activity change, negative = inhibition, actives largely listed as inhibitors. 0.037% of 290,000 active. AID 2662; active = well fitted inhibition curve with a large enough effect in the polarisation, with a control signal flat, not every such curve was filed as active; inconclusive = small, poorly fitted or top-dose-only effect, or effect the other way, or a change in a side signal; inactive = no such curve, though single readings can be large or run the other way; the % refers to the polarisation; also: potency is read from the fitted curve at half-maximal effect
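Steps: dispense CXXC domain solution (7 uM) → pin compounds or unlabeled HOX-A9 DNA control → 5 min ambient → add FLSN-HOX-A9 solution (50 nM) → spin → 30 min ambient → fluorescence polarization. Tris pH 7.5/NaCl/DTT/BSA buffer.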
ASM inhibitor: human S-ASM enzyme inhibition. P17405. placental ASM, HMU-PC fluorogenic substrate, 60 min. Potency, µM (titrated, usually from 57.5 µM), inactives show at the highest dose activity change, negative = inhibition, most hits filed as inhibitors. 0.006% of 340,000 active. AID 504937; also: potency is read from the fitted curve at half-maximal effect
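Steps: dispense placental human ASM, pin compound, wait 10 min at room temperature, add HMU-PC0 substrate at 9 uM final, incubate 60 min at 37 °C, add stop solution raising pH to 10, read fluorescence.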
Mito fusion yeast: mitochondrial division inhibition or fusion activation. S. cerevisiae fusion-defective mutant growth rescue, CellTiterGlo 48 h. Potency, µM (series often up to 46.1 µM), inactives show top-dose growth rescue (activation), most hits filed as activators. 0.23% of 320,000 active;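 also: potency is read from the fitted curve at half-maximal effect; % of control where 0% means no effect; nearly all actives have a fitted effect of over 45% in size; temperature-sensitive fusion mutants such as fzo1-1 at 37 °C on non-fermentable ethanol glycerol medium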
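Read-out: ATP-based luminescence (CellTiterGlo, 10 min ambient) reporting growth of fusion-defective ts yeast after 48 hours at 37C on glycerol/ethanol YPEG medium in the presence of compound.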
Menin-MLL TR inh: inhibitors of human menin-MLL interaction, mutant MLL peptide; 0.23% of 270,000 active; Menin + Texas Red MLL mutant peptide, fluorescence polarization; O00255; Potency, µM (highest dose often 61.6 µM), for inactives: at the highest dose FP activity change, negative = inhibition, most hits filed as inhibitors; active = well fitted inhibition curve with a large enough effect in the polarisation, with a control signal flat, not every such curve was filed as active; inconclusive = small, poorly fitted or top-dose-only effect, or effect the other way, or a change in a side signal; inactive = no such curve, though single readings can be large or run the other way; the % refers to the polarisation; also: potency is read from the fitted curve at half-maximal effect; % of control where 0% means no effect; many of its hits are not listed in these tables
TCR activator: activators of T cell receptors. primary human leukocytes, anti-CD3, IL-2 HTRF, 48 h. Potency, µM (doses to about 9.22 µM), for inactives: top-dose activation of IL-2 secretion, hits mostly activators. 330,000 tested, under 10 active. AID 504894; also: % of control where 0% means no effect
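Human primary leukocytes + a-CD3 beads + cpd, 48 hr; IL-2 in supernatant by HTRF (ex 320nm / em 665nm). No co-stimulatory signal supplied.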
MBNL1-CUG inh: MBNL1-poly(CUG) RNA binding inhibition | Q9NR56 | TR-FRET MBNL1-His/biotin-(CUG)12 binding, 665/545 ratio | Potency, µM (top dose mostly 57.5 µM), without a hit: at the highest dose activity change, negative = inhibition, actives largely listed as inhibitors | 0.036% of 280,000 active | AID 2675; active = well fitted inhibition curve with a large enough effect in the signal ratio, with a control signal flat, not every such curve was filed as active; inconclusive = small, poorly fitted or top-dose-only effect, or effect the other way, or a change in a side signal; inactive = no such curve, though single readings can be large or run the other way; the % refers to the signal ratio; also: potency is read from the fitted curve at half-maximal effect; % is scaled to controls: 0 for no effect and ±100 for the full control effect
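Compounds (final 92 nM to 58 uM) are added to His-tagged MBNL1 and biotin-(CUG)12, then terbium anti-His antibody and streptavidin-XL665 (5 nM final). After 60 min at room temperature, the 665/545 nm ratio is read.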
TSG101-PTAP inh: blocks PTAP/TSG101 interaction to inhibit HIV-1 budding. AID 493005. Q99816. 340,000 tested, under 10 active. Fluorescence polarization, FITC-PTAP peptide / Tsg101 binding. Potency, µM (top dose mostly 115 µM), for the others: at the highest dose activity change, negative = inhibition, hits mostly inhibitors; active = well fitted inhibition curve with a large enough effect in the main read-out, with a control signal flat, not every such curve was filed as active; inconclusive = small, poorly fitted or top-dose-only effect, or effect the other way, or a change in a side signal; inactive = no such curve, though single readings can be large or run the other way; also: potency is read from the fitted curve at half-maximal effect; % of control where 0% means no effect
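FP read-out: FITC-PTAP peptide, 50 nM final, binding Tsg101 binding domain, 10 uM final; 20 min, r.t.; 10 mM HEPES pH 7.5, 0.15 M NaCl, 0.01% Tween 20, 3 mM EDTA, 0.1 mM TCEP.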
A-T KAP1 phos: potential ataxia-telangiectasia treatments restoring KAP-1 phosphorylation | […] A-T fibroblasts, KAP-1 phosphorylation AlphaLISA; neocarzinostatin DNA damage 30 min before lysis | Potency, µM (doses to about 57.5 µM), without a hit: at the highest dose activation, actives largely listed as activators | 0.19% of 320,000 active; also: potency is read from the fitted curve at half-maximal effect; % of control where 0% means no effect; nearly all actives have a fitted effect of over 45% in size
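ATM-like activity read as KAP-1 phosphorylation via AlphaLISA donor/acceptor antibody pairs after lysis and 6 hr at 25C. Cells were ATM-null patient fibroblasts ([…], hTERT), dosed 60 min, then exposed to the DSB inducer NCS for 30 min.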
Integrin act MD: activates integrin-mediated alleviation for muscular dystrophy | alpha7betagal myoblasts, beta-gal FDG fluorescence, 48 h | 0.064% of 350,000 active | Potency, µM (top dose mostly 38.3 µM), without a hit: at the top dose activation, hits mostly activators;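 also: potency is read from the fitted curve at half-maximal effect; 100% = response of the positive control SU9516; nearly all actives have a fitted effect of over 60% in size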
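alpha7betagal+/- myoblasts (passage 13, 250/well) treated 48 h at 37C with compounds at 1:260 dilution of DMSO stock. Lysed, then beta-galactosidase activity read as FDG fluorescence (ex 480/em 540) after 30 min, with pre-read for autofluorescence.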
TSHR antag: antagonists of human thyroid stimulating hormone receptor. AID 504810. TSHR-expressing cells, TSH-stimulated cAMP HTRF, 2 h; active compounds read low. 0.2% of 330,000 active. P16473. activity change, negative = inhibition, % at 11.5 µM;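 active = activity change below a set negative limit, meaning inhibition stronger than a set level, cut at about -70% in these data; inconclusive = activity change between two set negative limits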; also: % is scaled to controls: 0 for no effect and ±100 for the full control effect
Target sequence (P16473 whole entry, looked up): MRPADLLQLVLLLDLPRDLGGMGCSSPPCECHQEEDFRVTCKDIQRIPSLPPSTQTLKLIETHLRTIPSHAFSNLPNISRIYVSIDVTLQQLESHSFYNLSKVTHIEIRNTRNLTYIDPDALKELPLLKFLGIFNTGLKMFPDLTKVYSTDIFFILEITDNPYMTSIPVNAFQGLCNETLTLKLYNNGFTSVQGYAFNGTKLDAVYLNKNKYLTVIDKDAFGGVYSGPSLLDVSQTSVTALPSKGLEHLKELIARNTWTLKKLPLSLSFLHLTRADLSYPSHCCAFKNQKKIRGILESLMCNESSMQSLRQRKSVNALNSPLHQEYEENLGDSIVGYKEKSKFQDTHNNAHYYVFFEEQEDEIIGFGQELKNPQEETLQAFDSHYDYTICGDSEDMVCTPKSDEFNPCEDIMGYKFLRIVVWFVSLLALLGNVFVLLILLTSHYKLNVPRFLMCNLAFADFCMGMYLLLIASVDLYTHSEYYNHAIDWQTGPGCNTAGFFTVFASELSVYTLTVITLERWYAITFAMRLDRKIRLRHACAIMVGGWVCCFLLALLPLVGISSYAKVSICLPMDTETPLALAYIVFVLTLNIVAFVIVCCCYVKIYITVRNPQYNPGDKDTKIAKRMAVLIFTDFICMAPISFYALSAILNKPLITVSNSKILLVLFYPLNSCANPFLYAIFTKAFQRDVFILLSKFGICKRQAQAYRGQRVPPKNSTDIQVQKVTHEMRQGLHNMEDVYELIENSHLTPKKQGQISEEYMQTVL
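Competitive HTRF cAMP read-out (cryptate anti-cAMP antibody, cAMP-d2; 30 min, room temperature) in freshly harvested TSHR cells. Compounds added before TSH at EC80 (4nM final), followed by 2 hours' incubation at 37 deg C.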
The depositor's hits bear a star; ? = inconclusive; . = not tested or not shown; [ ] = another dose, or the depositor's remark. Unless noted, calls follow the shape of the dose curve; as a rule, active = well fitted curve in the direction sought with a large enough effect; inconclusive = small, poorly fitted or top-dose-only effect, or another doubt; inactive = no such curve, though single readings can be large; an effect the other way counts as inactive or inconclusive.

| SMILES | CXXC DNA block | ASM inhibitor | Mito fusion yeast | Menin-MLL TR inh | TCR activator | MBNL1-CUG inh | TSG101-PTAP inh | A-T KAP1 phos | Integrin act MD | TSHR antag |
| --- | --- | --- | --- | --- | --- | --- | --- | --- | --- | --- |
| CCN(CC)C(=O)C1CCCN(c2ccc([N+](=O)[O-])cc2/C=N/NC(=O)c2ccc([N+](=O)[O-])cc2)C1 (stereo not drawn) | 9% | -4% | 3% | . | -3% | ? | -3% | 2% | -14% | -5 |
| CCOC(=O)C1CCCN(C(=O)c2ccc(C)c(NC(=O)C3=C(C)OCCS3)c2)C1 (stereo not drawn) | 3% | -3% | 0% | . | 1% | -2% | 1% | -14% | 20% | -7 |
| COc1ccc(/C=C(\C#N)C(=O)NCC2CCCO2)cc1OC (stereo not drawn) | -25% | 5% | -5% | 4% | -2% | -1% | -6% | -10% | -26% | 4 |
| O=C(CSc1nc(-c2cccs2)cc(C(F)(F)F)n1)Nc1cc(OCC(F)(F)C(F)F)cc([N+](=O)[O-])c1 | -1% | -7% | -6% | 14% | 0%[46.1 µM] | 10% | 2% | 2% | 11% | -15 |
| COc1ccc(N2CCN(C(c3ccc4ncccc4c3)c3nnnn3C(C)(C)C)CC2)cc1 (stereo not drawn) | -2% | -2% | -6% | -9% | -4% | . | -2% | -9% | -1% | -1 |
| O=S(=O)(NCCc1ccccc1)c1ccc(-n2cnnn2)cc1 | 8% | 1% | 14% | 20% | 1% | 0% | -5% | 4% | -16% | -4 |
| COc1cccc(NC(=O)NNC(=O)CCc2ccc(O)c(O)c2)c1 | -4% | 7% | -1% | 8% | 12% | 1% | 1% | -1% | 23% | 11 |
| COc1ccc(NC(=O)COC(=O)C2CC(=O)N(c3ccc(OC(C)C)cc3)C2)cc1 (stereo not drawn) | 0% | -1% | -7% | 2% | 6% | -2% | -1% | 5% | 2% | -5 |
| COc1ccc(NC(=O)N(Cc2cccnc2)Cc2ccccc2Cl)c(OC)c1 | . | 1% | . | . | -7% | . | 0% | . | 2% | . |
| C=CCNC(=O)COc1ccc(S(=O)(=O)N2CCCC2)cc1 | 1% | -4% | 2% | 13% | -13% | 5% | -1% | 4% | 5% | -5 |
| Cc1ccc(C)c(NC(=O)C2CCCN(c3cnccn3)C2)c1 (stereo not drawn) | 2% | 15% | -3% | . | 2% | -4% | 3% | 1% | -5% | -3 |
| O=[N+]([O-])c1ccc2nc(-c3ccc(Cl)cc3)[nH]c2c1 | -4% | 19% | . | ? | 1%[46.1 µM] | ? | -9% | 5% | -5% | 20 |
| Cc1noc(C)c1C(=O)NC(C)C1CCCO1 (stereo not drawn) | -6% | 5% | 1% | -12% | -1% | -2% | 0% | 2% | 9%[7.66 µM] | -6 |
| C=CCn1c(=O)c2ccccc2n2c(SCc3nnc(-c4ccccc4Br)o3)nnc12 | -8% | 1% | 8% | -6% | 1% | -5% | -1% | . | 0% | -8 |
| CC1CCCN(C2(O)C(=O)Nc3ccc(Br)cc32)C1 (stereo not drawn) | 3% | -6% | ? | -7% | 6% | 9% | -4% | 29% | 0% | -7 |
| COc1ccc(CNC(=S)Nc2cc(OC)ccc2OC)cc1 | 4% | 4% | 0% | 8% | -3%[46.1 µM] | -7% | -2% | -5% | -15% | -4 |
| C/C(=N\NC(=S)NC(C)C)c1ccc(-n2ccnc2)cc1 | 15% | 0% | 3% | -4% | 3% | -1% | -1% | -2% | -12% | -7 |
| CC(=O)Nc1ccc(Nc2ccc3c4c(cc(=O)n3C)-c3ccccc3C(=O)c24)cc1 | 15% | -5% | -9% | 3% | 7% | . | 3% | -5% | ? | -19 |
| Cc1cc(C(=O)N/N=C/c2c(C)n(C)c3ccccc23)n[nH]1 | -5% | 4% | -7% | 0% | -2%[46.1 µM] | -6%[11.5 µM] | -6% | 0% | 1% | -2 |
| COc1ccc(S(=O)(=O)N2CCC(C(=O)N(CC(C)C)C3CCS(=O)(=O)C3)CC2)cc1OC (stereo not drawn) | . | 5% | -6% | . | -4% | . | -6% | 2% | 9% | 2 |
| CCCC(c1nnnn1C(C)(C)CC)N1CCN(C2CCCC2)CC1 (stereo not drawn) | 0% | 4% | 3% | -13% | 6% | -10% | -4% | 0% | -3% | 3 |
| CCOC(=O)c1nnc(-c2ccc(C)cc2)nc1Sc1cccc(Cl)c1 | -2% | -2% | 5% | -1% | 1% | 1% | 0% | 18% | 14% | 3 |
| CCOc1ccc(CNC(c2ccccc2)c2ccccc2)cc1 | 4% | 0% | 6% | ? | 4% | -9% | 1% | 29% | ? | -20 |
| COc1ccc(C2CC(c3cccs3)=NN2C(=S)Nc2ccccc2)cc1OC (stereo not drawn) | 14% | 4% | 8% | -6% | 15%[46.1 µM] | 257%[activator] | -3% | -1% | 11% | -1 |
| O=C(CNC(=O)N1CC(=O)Nc2ccccc21)Nc1cccc(F)c1 | -7% | -1% | 3% | -1% | -4% | 0% | 2% | 1% | -18% | -9 |
| CCCS(=O)(=O)Nc1ccc2cn[nH]c2c1 | 7% | 0% | -5% | -12% | 0% | -1% | -1% | 10% | -24% | 8 |
| CCc1cccc(C)c1NC(=O)COC(=O)C1CCN(S(=O)(=O)c2ccccc2)CC1 | . | 0% | 1% | . | 4% | . | -2% | . | -4% | 6 |
| CC1CCCCN1C(=O)c1c([N+](=O)[O-])cnn1C (stereo not drawn) | 2% | 2% | -1% | . | 3% | -1% | -5% | 7% | -39% | -7 |
| CC1(OC(=O)C2CCCC2)C(=O)C=C2C=C(c3ccsc3)N(CCc3ccccn3)C=C2C1=O (stereo not drawn) | 11% | 12% | 19% | -6%[11.7 µM] | 10% | ? | -5% | -3% | -2% | -3 |
| COc1ccc(C(=O)Nc2cccc(/C(C)=N\NC(=O)c3ccoc3C)c2)cc1OC | 0% | -1% | 5% | 2% | 3% | 1% | -2% | -1% | 1% | 36 |
| CCCc1sc(N)nc1-c1ccc(Cl)cc1 | -4% | 1% | 12% | -5% | 2%[46.1 µM] | -7% | -1% | 5% | 2% | -9 |
| COc1ccc(/C=C(/CC(=O)Nc2ccc(C)cc2)c2nc3ccccc3s2)cc1 | ? | 19% | 2% | 17% | 0%[46.1 µM] | -4% | 0% | 1% | -22% | 3 |
| COc1cc(S(=O)(=O)N2CCCCC2)ccc1NC(=O)c1ccc(F)cc1 | 33%[activator] | -2% | -1% | -2% | 4% | -5% | 0% | 0% | -7% | -4 |
| C[C@@H]1CCC2[C@](C)(CO)[C@@H](O)CC[C@]2(C)[C@@]12C[C@](CO)(CC(=O)O)CO2 (stereo partly drawn) | 2% | 1% | 7% | 26% | 8% | 6% | 1% | 0% | -6% | 1 |
| O=C(CSc1nc2ccccc2s1)Nc1ncccn1 | 12% | 4% | -2% | 1% | 5% | 6% | -5% | 0% | -19% | 8 |
| CC[n+]1ccc(/C=C/c2ccc(N(C)C)cc2)c2ccccc21 | ? | ? | -25% | ? | 47% | ? | 0% | -11% | ? | -71* |
| CN(C)CCCn1c(SCC(=O)Nc2nc(-c3cccc(Br)c3)cs2)nc2ccccc2c1=O | ? | ? | -20% | . | 4% | -5% | -1% | -18% | -47%[inhibitor] | -2 |
| COc1ccc(-n2c(SCC(=O)N(C)c3ccccc3)nc3c([nH]c4ccccc43)c2=O)cc1OC | 4% | -1% | 0% | ? | 0% | 1% | -2% | 2% | -10% | -7 |
| CCN1C(=O)[C@H]2[C@@H](c3ccc(-c4cccc(Cl)c4)c(OC)c3)N[C@@](C)(C(=O)OC)[C@H]2C1=O | . | -1% | 14% | . | 0% | . | -1% | -17% | 14% | -8 |
| Cc1cc(C)n2ncc(/C(N)=N/OC(=O)Nc3ccc(Cl)cc3)c2n1 | 3% | -3% | 1% | . | 1% | 8% | -10% | -4% | -31%[inhibitor] | 9 |
| O=C(Nc1ccc(C(=O)O)cc1)/C(=C\c1ccc(F)cc1)NC(=O)c1ccco1 | -5% | 0% | -5% | . | -3% | 1% | 0% | 7% | 0% | -7 |
| O=C1N[C@@H](c2ccccc2)COC(=O)[C@@H](Cc2ccc(F)cc2)CC/C=C/C[C@H]1CC(=O)N(CCO)Cc1ccccc1 | . | -13% | . | . | -1% | . | -4% | 4% | -43% | 5 |
| Cc1cc(Cl)ccc1OCC(=O)OCC(=O)NC1CCCC1 | . | 4% | 0% | . | 1% | . | -4% | -5% | 22% | 4 |

Screening data as filed in PubChem BioAssay.

The list is partial. The share of hits here may be higher or lower than overall.
